Bioassay records deposited in PubChem by several laboratories.
IMP-1 inhibitor – IMP-1 metallo-beta-lactamase inhibitors, primary screen, biochemical, epi-absorbance readout, Pseudomonas aeruginosa enzyme | metallo-beta-lactamase IMP-1 (Pseudomonas aeruginosa) | purified IMP-1, nitrocefin hydrolysis, epi-absorbance fluorescence | inhibition, % at 5.6 µM | 290,000 tested, 0.45% active | AID 1556, 2009;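 active means inhibition above the mean plus 3 SD of all compounds in the same screening run, cut at about 4.5% in these data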;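 further: 0% = IMP-1 with DMSO and 100% = DMSO wells lacking enzyme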
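assay system = purified recombinant IMP-1 metallo-beta-lactamase enzyme | schedule = 15 min preincubation plus 25 min reaction at 25 °C | signal = Epi-absorbance fluorescence, 480 nm excitation, 530 nm emission | read-out basis = percent inhibition from optical density relative to buffer-blank wells | controls = IMP-1 with DMSO as 0%, enzyme-free DMSO as 100%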
NS3 helicase inh – inhibitors of HCV NS3 helicase, primary screen, biochemical, Cy5 molecular beacon fluorescence. Hepatitis C virus NS3 helicase. NS3 helicase DNA unwinding. inhibition, % at 10.9 µM. 290,000 tested, 0.56% active. AID 1800, 2009;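 active means inhibition above the mean of all tested compounds plus 3 SD, set per campaign, cut at about 35% in these data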;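 further: 0% = DMSO wells and 100% = thioflavine S control wells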
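test system = hepatitis C virus NS3 helicase domain fragment enzyme | reagent = annealed dual-labelled DNA beacon duplex, ATP-started | times = 1 h at 25 °C | detection = Cy5 fluorescence, 0 and 60 min reads | read-out basis = percent inhibition from t60/t0 fluorescence ratio | control set = DMSO and thioflavine S | replication = one well per compound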
MEKK3 PB1 HTS – modulators of MEKK3-MEK5 PB1 binding, primary screen, biochemical, wildtype MEKK3, multiplex bead flow cytometry, Alexa488-MEK5. Mitogen-activated protein kinase kinase kinase 3 (Homo sapiens), Q99759. binding response (% of control), % at 10 µM. 290,000 tested, 1.4% active. bead-based flow cytometry, Alexa488-MEK5 binding to MEKK3; actives lie on both sides; 0 = blocked by unlabeled MEK5, 100 = vehicle;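 active means binding response more than 3 SD above or below the average of its plate-row segment, actives on both sides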;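 further: Alexa488 bead fluorescence after subtracting the streptavidin-only scavenger bead signal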
Target sequence (Q99759 whole entry, looked up): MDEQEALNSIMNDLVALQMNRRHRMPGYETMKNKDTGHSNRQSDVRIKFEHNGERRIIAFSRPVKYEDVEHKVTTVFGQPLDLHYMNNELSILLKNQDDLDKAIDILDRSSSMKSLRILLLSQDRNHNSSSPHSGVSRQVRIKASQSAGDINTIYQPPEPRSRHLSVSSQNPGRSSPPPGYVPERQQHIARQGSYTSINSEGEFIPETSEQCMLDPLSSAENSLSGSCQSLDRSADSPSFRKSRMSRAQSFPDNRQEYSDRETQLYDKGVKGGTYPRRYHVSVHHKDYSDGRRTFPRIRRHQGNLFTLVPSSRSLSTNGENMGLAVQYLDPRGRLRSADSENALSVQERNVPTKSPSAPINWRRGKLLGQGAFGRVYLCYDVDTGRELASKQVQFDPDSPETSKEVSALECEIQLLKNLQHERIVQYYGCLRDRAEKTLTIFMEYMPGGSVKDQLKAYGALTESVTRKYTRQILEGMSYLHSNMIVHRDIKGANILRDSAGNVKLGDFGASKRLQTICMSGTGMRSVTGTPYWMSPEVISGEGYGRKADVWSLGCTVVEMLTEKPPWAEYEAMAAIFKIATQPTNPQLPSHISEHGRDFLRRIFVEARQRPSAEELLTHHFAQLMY
PHOSPHO1 block – PubChem AID 1565. recombinant PHOSPHO1, absorbance phosphatase assay. 290,000 tested, 1.1% active. inhibition, % at 13.3 µM; in the data active means inhibition above about 60%
Target sequence (Q8TCT1 whole entry, looked up): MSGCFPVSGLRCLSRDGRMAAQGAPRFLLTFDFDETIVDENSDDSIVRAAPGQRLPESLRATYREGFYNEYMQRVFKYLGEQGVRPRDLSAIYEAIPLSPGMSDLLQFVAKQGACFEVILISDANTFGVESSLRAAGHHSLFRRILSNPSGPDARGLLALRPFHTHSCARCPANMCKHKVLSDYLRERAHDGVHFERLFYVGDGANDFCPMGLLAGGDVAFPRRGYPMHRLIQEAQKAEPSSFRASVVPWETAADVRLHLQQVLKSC
DNA FID counter – compounds displacing fluorescent DNA intercalator, primary screen, artefact control for HCV NS3 helicase inhibitor project, biochemical, FID fluorescence. DNA fluorescent intercalator displacement. inhibition, % at 7.9 µM. 290,000 tested, 0.17% active; in the data active means inhibition above about 37%;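 further: 0% = vehicle and 100% = reference compound; higher means more ethidium bromide displaced from hairpin DNA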
IDE act – human IDE activators in live cells, primary screen, fluorescence polarization, HEK cells, FAbeta-B substrate | Insulin-degrading enzyme (Homo sapiens), P14735 | FAbeta-B cleavage; 0% vehicle, 100% cell-free pure enzyme wells | activation, % at 5.96 µM | 340,000 tested, 0.073% active;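 active means activation above the mean of all tested compounds plus 3 SD, set per screening campaign, cut at about 17% in these data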
VIM-2 inhibitor – VIM-2 metallo-beta-lactamase inhibitors, primary screen, biochemical, epi-absorbance readout, Pseudomonas aeruginosa enzyme. 290,000 tested, 0.89% active. purified VIM-2, nitrocefin hydrolysis, epi-absorbance fluorescence. inhibition, % at 5.6 µM;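 active means inhibition above the mean of all tested compounds plus 3 SD, cutoff set per screening run, cut at about 7.5% in these data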;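 further: red hydrolysis product quenches plate fluorescence so inhibitors raise well fluorescence; 0% = enzyme with DMSO and 100% = DMSO without enzyme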
UBC9 SUMO inh – inhibitors of in vitro SUMOylation cascade, primary screen, biochemical, HTRF, uHTS. HTRF SUMOylation assay, SAE1/SAE2 + UBC9. 290,000 tested, 0.36% active. SUMO-conjugating enzyme UBC9 (Homo sapiens), P63279. AID 2006, 2009. inhibition, % at 35 µM; in the data active means inhibition above about 50%, passing the limit was not always enough; further: strong numbers were not always called active
p-CIP stab down – p/CIP-EGFP fusion destabilizers, primary screen, fluorescence, F442A cells. 16 h. decrease of EGFP signal, % at 10 µM. 290,000 tested, 0.01% active. AID 1984, 2009;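 active means EGFP signal decrease of at least 30% at 10 µM or well 3 SD below plate mean, unless failing retest; inactive means the rest, including hits failing retest or dose response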; further: some compounds called inactive have numbers as strong as hits; many of its hits are not listed in these tables
Active calls of the source: *; . = not tested or not shown. Some of the compounds tested; rates above refer to the full screens.

1. Cc1ccc2cc3cc(C(=O)NCCN4CCOCC4)oc3nc2c1
2. CCCN1C/C(=C/c2cccc([N+](=O)[O-])c2)C(=O)/C(=C/c2cccc([N+](=O)[O-])c2)C1
3. O=C(NC1CCCC1)C(c1ccncc1)N(C(=O)c1ccco1)c1ccc(Cl)cc1 (configuration not stated)
4. O=C(Nc1ccc(Cl)cc1)c1cc(S(=O)(=O)N2CCOCC2)cs1
5. COc1cccc2cc(-c3cc(=O)oc4cc(C)c(O)cc34)oc12
6. Cc1ccc(C(=O)N[C@H](C(=O)Nc2ccc(F)cc2)C(C)C)cc1
7. CCOC(=O)COc1ccc(S(=O)(=O)Nc2cccc(SC)c2)cc1
8. COc1ccc(-c2nnc(NC(=O)c3cc(Cl)ccc3Cl)o2)cc1
Compound	1	2	3	4	5	6	7	8
IMP-1 inhibitor	-0.9	-3.2	-2.5	-1.4	0.1	-1.2	-0.5	-2.9
NS3 helicase inh	0	1	-2	5	20	2	-3	12
MEKK3 PB1 HTS	112	99	103	102	97	103	108	94
PHOSPHO1 block	-8	13	20	-4	8	23	12	4
DNA FID counter	-6	-7	-22	-3	5	-18	-13	-3
IDE act	-1	0	0	3	5	-1	5	8
VIM-2 inhibitor	-1.5	2.4	-2.7	0.4	0.8	-2.7	-1.4	-3.5
UBC9 SUMO inh	33	-2	0	-20	6	3	-1	27
p-CIP stab down	-4	-8	2	-1	-7	-13	5	-14

9. CCCN(CCC)C(=O)c1cn(CC)c2ccc(S(=O)(=O)N3CCCCC3)cc2c1=O
10. CCc1ccc(N(CC(=O)NCCc2ccccc2)C(=O)CCC(=O)Nc2ccccn2)cc1
11. CC(C)CCN1CCN(Cc2cnc(-c3ccccc3)s2)CC1CCO (configuration not stated)
12. CC(C)n1cc(/C=C2/SC(=O)N(CC(=O)Nc3ccc4c(c3)OCO4)C2=O)c2ccccc21
13. Cc1ccncc1C(N)=O
14. CC(=O)Nc1nc(C)c(-c2csc(Nc3cccc([N+](=O)[O-])c3)n2)s1
15. C/C(=N\Nc1cc(-c2ccccc2)nc(-c2ccccc2)n1)c1ccc(O)c(C)c1
16. COc1ccc(CNC(=O)CN(C(=O)CCC(=O)Nc2ccccn2)c2ccccc2OC)cc1
Compound	9	10	11	12	13	14	15	16
IMP-1 inhibitor	-0.8	-2.5	-1.7	-3.0	-2.5	-0.6	-4.6	-1.8
NS3 helicase inh	3	-8	-1	5	-8	-3	0	-3
MEKK3 PB1 HTS	96	101	111	101	105	105	100	81
PHOSPHO1 block	29	19	40	-14	7	1	-8	23
DNA FID counter	-45	-41	-11	-3	-2	4	-5	-33
IDE act	3	6	-5	0	4	1	-3	8
VIM-2 inhibitor	0.1	-2.3	-0.7	-3.4	-3.5	-1.5	-2.0	-1.9
UBC9 SUMO inh	17	-14	-1	46	18	17	-14	12
p-CIP stab down	-2	-4	-14	0	-6	11	-13	-12

17. Cn1c(=O)c2c(nc(SCCN3CCOCC3)n2Cc2ccc(F)cc2)n(C)c1=O
18. Cc1ccc2c(=O)cc(C(=O)NCc3ccccc3)oc2c1C
19. COc1cc(C(=O)NNC(=S)Nc2ccc(S(N)(=O)=O)cc2)cc(OC)c1OC
20. O=C(CCc1nc(-c2ccccc2F)no1)NC1CCCCC1
21. Cc1ccc(S(=O)(=O)N(C)CCCC(=O)NC(C)(C)C)cc1
22. Cc1cc(C)c2nc(SCC(=O)Nc3cc(C)on3)c(C#N)cc2c1
23. S=C(Nc1cc(Cl)cc(Cl)c1)N1CCCC1
24. COc1cccc(-c2nc(-c3ccccn3)no2)c1OC
Compound	17	18	19	20	21	22	23	24
IMP-1 inhibitor	-0.6	-2.0	-4.0	-2.0	-3.6	-1.5	0.1	-2.2
NS3 helicase inh	-5	-10	20	-3	-3	-4	9	-2
MEKK3 PB1 HTS	110	101	97	.	98	105	103	106
PHOSPHO1 block	14	7	-55	-1	16	35	24	-3
DNA FID counter	-13	-24	-8	-3	-10	-19	-6	-11
IDE act	4	-1	-8	8	6	4	3	-1
VIM-2 inhibitor	1.7	1.1	-3.9	-1.7	-2.6	-2.8	0.7	-1.6
UBC9 SUMO inh	-1	-12	-1	-24	6	17	22	17
p-CIP stab down	0	11	1	2	-14	-12	-11	0

25. COC(C(=O)Nc1ccc(Cl)cc1C)c1ccccc1 (configuration not stated)
26. CCN(CC)c1ccc(NC(=O)CSc2nnc(N)s2)cc1C
27. O=C1Nc2ccc(Br)cc2/C1=C/C1CC=CCC1 (configuration not stated)
28. Cn1nc(-c2ccc(N3CCOCC3)c(NS(=O)(=O)c3ccc(Cl)cc3)c2)c2ccccc2c1=O
29. COc1ccccc1NC(=O)CC1CCCC1
30. Cn1c(=O)c2c(nc(NCc3ccco3)n2CC(O)CO)n(C)c1=O (configuration not stated)
31. CCOc1ccc(Cn2nnc(C(=O)Nc3cc(OC)cc(OC)c3)c2N)cc1
32. CCOn1c(SC(C)C)nc2ccccc2c1=O
Compound	25	26	27	28	29	30	31	32
IMP-1 inhibitor	-1.4	-3.7	-1.7	-1.6	-4.6	-1.0	-3.3	1.2
NS3 helicase inh	4	2	-7	-6	-3	-13	-3	4
MEKK3 PB1 HTS	100	85	97	102	101	103	101	96
PHOSPHO1 block	11	30	30	-36	6	37	-13	3
DNA FID counter	-3	-1	-7	1	-7	2	-9	-4
IDE act	1	1	6	7	-2	6	3	2
VIM-2 inhibitor	-1.0	-4.5	1.7	-2.1	-3.1	-1.4	-5.3	0.8
UBC9 SUMO inh	-6	-1	-8	2	5	0	8	26
p-CIP stab down	-11	-6	-3	-12	-1	0	-10	-19

33. CC(C)c1ccc(CN2CC(C(=O)Nc3ccccc3)CC2=O)cc1 (configuration not stated)
34. COCCN(Cc1ccco1)C(=O)C1CCCN(c2ncnc3c2nc2n3CCCCC2)C1 (configuration not stated)
35. Cc1c(C)c2ccc(OCC(=O)N3CCN(c4ccc(F)cc4)CC3)c(C)c2oc1=O
36. COc1cc(-c2c(-c3cc(OC)c(OC)c(OC)c3)noc2C)ccc1F
37. COc1cc(/C=C/CO)cc(OC)c1O[C@@H]1O[C@H](CO)[C@@H](O)[C@H](O)[C@H]1O
38. O=C(c1cccc(C(=O)N2CCN(Cc3ccccc3)CC2)c1)N1CCN(Cc2ccccc2)CC1
39. CC(C)(C)C(=O)Nc1sc2c(c1C#N)CCC2
40. Cc1ccc(NC(=O)c2cc(-c3ccc(F)cc3)on2)cc1C
Compound	33	34	35	36	37	38	39	40
IMP-1 inhibitor	1.0	-2.4	-1.2	-3.2	-2.7	-1.3	-4.2	-2.5
NS3 helicase inh	2	12	-2	-5	6	5	3	0
MEKK3 PB1 HTS	97	98	102	99	93	111	107	102
PHOSPHO1 block	-50	34	16	10	-4	-14	24	-5
DNA FID counter	-31	-59	-7	-36	1	-31	-1	-3
IDE act	3	2	5	.	2	1	3	4
VIM-2 inhibitor	-0.4	-1.7	3.2	-0.2	-0.4	-1.4	1.6	-2.1
UBC9 SUMO inh	4	-12	-12	7	11	18	-4	16
p-CIP stab down	-15	-12	-3	-3	-2	-6	8	2

Limited to IMP-1 inhibitor and PHOSPHO1 block, for 4 of the compounds above:
#	smiles	IMP-1 inhibitor	PHOSPHO1 block
36	COc1cc(-c2c(-c3cc(OC)c(OC)c(OC)c3)noc2C)ccc1F	-3.2	10
37	COc1cc(/C=C/CO)cc(OC)c1O[C@@H]1O[C@H](CO)[C@@H](O)[C@H](O)[C@H]1O	-2.7	-4
38	O=C(c1cccc(C(=O)N2CCN(Cc3ccccc3)CC2)c1)N1CCN(Cc2ccccc2)CC1	-1.3	-14
39	CC(C)(C)C(=O)Nc1sc2c(c1C#N)CCC2	-4.2	24

Next section.
41. c1ccc(-c2oc3ncnc(NCCCN4CCOCC4)c3c2-c2ccccc2)cc1
42. O=C1N/C(=N\S(=O)(=O)c2ccccc2)S/C1=C\c1cc([N+](=O)[O-])ccc1O
43. CCCN1C(=O)SC(CC(=O)Nc2ccc(C)cc2)C1=O (configuration not stated)
44. Cc1ccc(C(=O)Nc2ccccc2C(=O)NC2CCCCC2)cc1S(=O)(=O)N1CCOCC1
45. CCOC(=O)c1c(N)nn(C(=O)c2ccccc2F)c1-c1ccc(OC)cc1
46. Cn1cccc1CC(=O)NNC(=S)Nc1ccccc1Cl
47. O=C(Nc1c2c(nn1-c1ccc(F)cc1)CS(=O)C2)C12CC3CC(CC(C3)C1)C2 (configuration not stated)
48. CCS(=O)(=O)Nc1ccccc1C(N)=O
49. C=C(C)C1Cc2c(C)nn(-c3nc(C)cc(C)n3)c2C1 (configuration not stated)
Compound	41	42	43	44	45	46	47	48	49
IMP-1 inhibitor	-1.4	1.2	-1.8	-3.2	-1.9	-2.7	-1.9	-2.5	-3.1
NS3 helicase inh	-107	-10	8	-2	-3	46*	-1	7	0
MEKK3 PB1 HTS	108	103	89	100	109	100	104	100	97
PHOSPHO1 block	3	28	7	-50	-25	0	13	47	-7
DNA FID counter	3	3	-6	-1	1	-17	-22	-3	-20
IDE act	-7	-41	-1	2	4	3	3	1	-4
VIM-2 inhibitor	-1.1	-3.1	-0.7	-2.3	-2.2	-4.5	-0.1	-1.8	-3.4
UBC9 SUMO inh	21	15	1	-11	-21	-12	-7	1	10
p-CIP stab down	0	-122	-2	3	5	6	3	-12	-2
